Bioassay records (PubChem BioAssay)
PfHsp40 yeast – rescue of yeast from PfHsp40 toxicity, primary screen, S. cerevisiae, ATP luminescence; S. cerevisiae expressing PfHsp40, growth rescue; growth rescue, % at 12.5 µM; 0.68% of 340,000 active; in the data active means growth rescue above about 28%, passing the limit was not always enough; inconclusive means no clear call, values can overlap the other calls;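 further: yeast W303a lacking pdr1 and pdr3 grown in galactose medium; growth measured after three days at 30 °C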
TcdB GH inh – TcdB glycohydrolase inhibitors, primary screen, biochemical, single point, plate reader | TcdB glycohydrolase enzymatic assay | inhibition, % at 9.99 µM | 0.24% of 350,000 active; in the data active means inhibition above about 10%
BoNT A protease – BoNT/A light chain protease inhibitors, primary screen, biochemical, flow cytometry, MLPCN library | Botulinum neurotoxin type A light chain protease (Clostridium botulinum A str. ATCC 3502) | multiplex microsphere protease substrate cleavage | inhibition, % at 10 µM | 0.17% of 360,000 active | AID 588499, 2011; further: plate controls were buffer without enzyme for full effect and enzyme alone for no effect
BH1578 lux ind – inducers of Vibrio cholerae quorum light production without autoinducers, primary screen, BH1578 luxS cqsA deficient, single point; V. cholerae BH1578 lux reporter, luminescence, 6 h; activation, % at 18.7 µM; 0.16% of 350,000 active; AID 588436, 2011; in the data active means activation mostly above about 9.7%, no sharp cut-off; inconclusive means no clear call, values can overlap the other calls; inactive means mostly below about 3.7%; further: not every result past the cut was called active; inactives centre near 0; reference of the scale not given here
3CLpro inhibitor – SARS-CoV 3CLpro protease inhibitors, primary screen, biochemical, quenched FRET | Replicase polyprotein 1ab (Severe acute respiratory syndrome coronavirus), P0C6X7 | recombinant SARS-CoV 3CLpro, quenched FRET peptide cleavage | inhibition, % at 6 µM | 0.14% of 290,000 active | AID 1706, 2009; in the data active means inhibition above about 12%
Yp Topo-I inh – Yersinia pestis topoisomerase I inhibitors, primary screen, biochemical, cleavage product accumulation, plate reader, single point. DNA topoisomerase I (Yersinia pestis CO92). Y. pestis Topo-I cleavage product accumulation. activity, % at 10 µM. 0.064% of 360,000 active; in the data active means activity above about 50%, passing the limit was not always enough; inconclusive means no clear call, values can overlap the other calls; further: inactives centre near 2
SSB-PriA inh – inhibitors of Klebsiella pneumoniae PriA binding to SSB C-terminal tail, primary screen, biochemical, AlphaScreen. AlphaScreen SSBct-PriA binding, biotinylated peptide. PriA–SSB C-terminal tail interaction (Klebsiella pneumoniae). 0.6% of 430,000 active. inhibition, % at 33 µM; in the data active means inhibition mostly above about 37%, no sharp cut-off; inactive means mostly below about 20%;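 further: plate controls were negative control peptide for no effect and reference peptide for full effect; strong numbers were not always called active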
Anthrax LF prot – Bacillus anthracis LF protease inhibitors, primary screen, biochemical, multiplex microsphere, MLPCN library; multiplex microsphere protease cleavage assay; Lethal factor (Bacillus anthracis), P15917; inhibition, % at 10 µM; 0.12% of 360,000 active; further: plate controls were buffer without enzyme for full effect and enzyme alone for no effect
Target sequence (P15917 whole entry, looked up): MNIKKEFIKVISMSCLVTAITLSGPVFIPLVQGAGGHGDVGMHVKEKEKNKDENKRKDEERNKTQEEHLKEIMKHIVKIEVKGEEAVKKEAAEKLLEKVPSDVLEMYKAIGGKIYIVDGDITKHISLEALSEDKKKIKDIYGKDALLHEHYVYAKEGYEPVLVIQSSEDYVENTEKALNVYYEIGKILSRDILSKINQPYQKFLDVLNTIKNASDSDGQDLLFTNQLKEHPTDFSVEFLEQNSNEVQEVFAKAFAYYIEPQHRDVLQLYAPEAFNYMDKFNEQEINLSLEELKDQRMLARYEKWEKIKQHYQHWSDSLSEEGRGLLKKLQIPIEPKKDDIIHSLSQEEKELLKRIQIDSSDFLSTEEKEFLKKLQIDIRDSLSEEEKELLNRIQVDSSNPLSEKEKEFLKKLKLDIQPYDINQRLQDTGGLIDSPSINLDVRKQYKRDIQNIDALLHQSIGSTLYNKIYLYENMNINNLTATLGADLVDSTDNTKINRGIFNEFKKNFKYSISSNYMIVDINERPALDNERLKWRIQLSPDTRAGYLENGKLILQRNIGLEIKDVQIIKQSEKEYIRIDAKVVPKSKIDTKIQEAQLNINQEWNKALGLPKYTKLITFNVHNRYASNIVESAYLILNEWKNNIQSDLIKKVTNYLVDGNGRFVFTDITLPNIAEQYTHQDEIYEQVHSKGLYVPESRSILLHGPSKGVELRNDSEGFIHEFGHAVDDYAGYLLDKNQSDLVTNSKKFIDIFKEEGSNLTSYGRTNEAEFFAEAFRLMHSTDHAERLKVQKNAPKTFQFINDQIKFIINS
PrPC surface inh – inhibitors of human cell surface prion protein PrPC, primary screen, cell-based, TR-FRET | Major prion protein (Homo sapiens), P04156 | TR-FRET read-out | inhibition, % at 13.8 µM | 0.43% of 370,000 active | AID 720596, 2013; in the data active means inhibition above about 24%; further: 0% = median of the test wells and 100% = reference compound wells
Active calls of the source: *; i = inactive; ? = inconclusive; · = not tested or not shown; & = joins results of further samples. Unless noted, no stated cut-off is given here; in the data, active means inhibition above about 30%; inconclusive means no clear call, values can overlap the other calls; inactive means below that. These rows are one share of the data, so the mix of outcomes need not match the whole.

The first two compounds as a preview:
SMILES	PfHsp40 yeast	TcdB GH inh	BoNT A protease	BH1578 lux ind	3CLpro inhibitor	Yp Topo-I inh	SSB-PriA inh	Anthrax LF prot	PrPC surface inh
Cc1cccc(NC(=O)C(C)SCc2ccccc2)c1 (stereo not given)	0.1	0.4	3.1	-1.6	4	10	-15	-16	2
CCOC(=O)C1CCCN(S(=O)(=O)c2cc3c4c(c2)CCN4C(=O)CC3)C1 (stereo not given)	1.8	2.3	-6.9	-0.4	·	-12	-2	-1	-6

Main list, from the start:
SMILES	PfHsp40 yeast	TcdB GH inh	BoNT A protease	BH1578 lux ind	3CLpro inhibitor	Yp Topo-I inh	SSB-PriA inh	Anthrax LF prot	PrPC surface inh
Cc1cccc(NC(=O)C(C)SCc2ccccc2)c1 (stereo not given)	0.1	0.4	3.1	-1.6	4	10	-15	-16	2
CCOC(=O)C1CCCN(S(=O)(=O)c2cc3c4c(c2)CCN4C(=O)CC3)C1 (stereo not given)	1.8	2.3	-6.9	-0.4	·	-12	-2	-1	-6
CC(C)OC(=O)c1cc(Cl)c(=O)n(Cc2ccc(Cl)cc2Cl)c1	1.9	0.6	-0.1	-0.6	-2	18	-8	-4	11
COc1ccc(Nc2nnc(SC(C)C(=O)NC3CC3)s2)cc1 (stereo not given)	0.0	1.0	1.4	i	·	-1	-11	-1	-3
COc1ccc(-c2cc(C(F)(F)F)nc(SCC(=O)Nc3sc4c(c3C#N)CCC4)n2)cc1	0.8	-0.8	-1.1	i	-2	3	-12	-2	·
COc1ccc(CCNC(=O)CCS(=O)(=O)c2ccc(Br)cc2)cc1OC	-0.9	0.5	-0.4	0.6	2	6	9	-2	1
COc1ccc(-c2c(C)n([O-])c3c([n+]2=O)CCCCC3)cc1	-0.6	1.2	-0.3	-0.2	-4	-3	-14	-2	-8
Cc1ccc(C(O)c2ncc(-c3ccc(Cl)cc3)[nH]2)cc1F (stereo not given)	·	0.4	0.1	0.3	·	-6	·	1	13
Cc1cc(C)cc(N(CC(=O)NCC2CCCO2)C(=O)CCC(=O)Nc2cc(C)on2)c1 (stereo not given)	0.4	·	0.1	i	2	0	-6	2	-1
O=C(Nc1ccccc1F)c1ccc(C(=O)c2ccccc2)cc1	0.9	0.0	0.7	i	0	13	-15	1	7
O=C(/C(=C/O)N=Nc1ccc(Cl)cc1)c1ccncc1	?	·	-0.5	i	2	-2	·	-3	2
O=C(NC(=S)Nc1ccc(CN2CCOCC2)cc1)c1ccc([N+](=O)[O-])cc1	-1.2	0.0	-0.3	i	-2	-5	0	-1	-26
COc1cccc(N2CCN(C(=O)c3cc4ccc(OC)cc4[nH]3)CC2)c1	0.1	4.6	1.5	i	5	-5	-1	4	-9
Cc1ccc(C)c(N2CCN(c3ccc4cc(S(=O)(=O)N5CCCCC5)ccc4n3)CC2)c1	0.6	-0.1	1.1	-0.5	5	4	-21	-2	-2
COc1cc(NC(=O)NCc2ccncc2)cc(OC)c1OC	-0.6	·	0.2	i	-3	11	-4	1	-4
CC(CO)N1CCS(=O)(=O)CC1 (stereo not given)	-0.1	·	-0.6	i	1	-1	-4	-3	-1
CCOc1ccc(NC(=O)CN2CCN(CC(=O)Nc3ccc4c(c3)OCCO4)CC2)cc1	0.0	·	-0.3	-0.5	3	7	6	-3	-5
Cc1ccc(C)c(Oc2cc(NN3CCCCC3)c([N+](=O)[O-])cc2[N+](=O)[O-])c1	0.8	-1.2	-0.3	-0.3	-5	0	-4	-1	-7
CCCC[n+]1cc(=N)o[n-]1	0.5	0.9	-0.6	-0.4	·	-3	-7&-9	-5	-2
O=Cc1cnc(N2CCN(Cc3ccccc3)CC2)s1	0.5	1.5	0.4	i	2	7	-12	-1	-3
COC(=O)C(CCC(=O)CN1C(=O)c2ccccc2C1=O)N1C(=O)c2ccccc2C1=O (stereo not given)	·	0.8	-0.3	i	·	11	·	-5	-4
COCOCCn1cc(CN2CCS(=O)(=O)N(Cc3ccc(-c4cccc(N(C)C)c4)cc3)C(C(C)C)C2=O)nn1 (stereo not given)	·	0.8	0.0	-0.7	·	8	·	-4	-4
CCOC1(c2ccccc2)OC(=O)c2ccccc21 (stereo not given)	0.3	9.3	0.2	-0.2	1	-2	-10	1	1
Cc1cc(Cl)c2oc(C(=O)N(C)CCCCN3CCOCC3)c(C)c2c1	-0.1	1.3	0.7	i	4	18	-12	-5	1
O=C(Nc1cccc(F)c1)N1CC=C(n2c(=O)[nH]c3ccccc32)CC1	0.3	·	0.2	i	-11	5	-23	4	5
CCOC(=O)c1cc(-c2ccc(OC)cc2)n(CCC(=O)NCCN2CCC(C)CC2)c1C	-0.7	2.1	-0.2	-0.2	-3	36	11	0	-4
CC(C)Cn1c(=S)[nH]c2ccccc2c1=O	-0.1	2.4	-1.0	i	4	-16	-13	4	2
Cc1c(C(=O)Oc2cccc3ccccc23)cnn1-c1ccccc1	34*	·	-1.0	i	3	42	-15	0	3
CC(C(=O)NC(c1ccccc1)c1ccccc1)N1CCOCC1 (stereo not given)	-0.2	0.3	1.2	-0.3	0	6	-4	3	5
O=C(NCc1n[nH]c(=S)n1-c1cccc(C(F)(F)F)c1)c1ccc(S(=O)(=O)N2CCCCC2)cc1	0.5	-7.1	-2.4	i	0	0	-4	1	2

Entries of single compounds as entered above. Screens in order: PfHsp40 yeast	TcdB GH inh	BoNT A protease	BH1578 lux ind	3CLpro inhibitor	Yp Topo-I inh	SSB-PriA inh	Anthrax LF prot	PrPC surface inh
`COC(=O)C(CCC(=O)CN1C(=O)c2ccccc2C1=O)N1C(=O)c2ccccc2C1=O` (stereo not given) is listed with ·	0.8	-0.3	i	·	11	·	-5	-4
`CCCC[n+]1cc(=N)o[n-]1` is listed with 0.5	0.9	-0.6	-0.4	·	-3	-7&-9	-5	-2
`O=C(NCc1n[nH]c(=S)n1-c1cccc(C(F)(F)F)c1)c1ccc(S(=O)(=O)N2CCCCC2)cc1` is listed with 0.5	-7.1	-2.4	i	0	0	-4	1	2
`CCOc1ccc(NC(=O)CN2CCN(CC(=O)Nc3ccc4c(c3)OCCO4)CC2)cc1` is listed with 0.0	·	-0.3	-0.5	3	7	6	-3	-5

(continued)
SMILES	PfHsp40 yeast	TcdB GH inh	BoNT A protease	BH1578 lux ind	3CLpro inhibitor	Yp Topo-I inh	SSB-PriA inh	Anthrax LF prot	PrPC surface inh
CC(C)(C)c1cc(NS(=O)(=O)c2ccc3c(c2)OCCO3)on1	-0.4	·	7.1	-2.9	0	3	-8	3	6
Cc1cn(C2CC(O)C(CO)O2)c(=O)n(CCCc2ccccc2)c1=O (stereo not given)	-0.5	3.0	-0.1	i	·	1	-16	-3	4
COc1cc(/C=C/C(C)=O)cc(OC)c1OC	1.4	·	1.4	i	-8	-1	-16	5	-8
O=C(CCNS(=O)(=O)c1cccc2nonc12)N1CCN(c2cccc(Cl)c2)CC1	-0.4	·	-0.2	i	-3	29	3	-2	-29
C#CC[N+]1(C)[C@@H]2CC(OC(=O)C(CO)c3ccccc3)C[C@H]1C(O)C2 (stereo not given in full)	-0.1	0.8	-2.1	i	2	-2	-1	1	-4
COc1cc2c(cc1OC)CN(CC(=O)Nc1ccc3c(c1)OC(F)(F)O3)CC2	0.0	·	?	i	5	-1	-7	-2	-5
C=CCNc1nc2c(c(=O)[nH]c(=O)n2C)n1CC(O)COc1ccc2ccccc2c1 (stereo not given)	0.9	1.4	-5.3	-0.2	0	3	-6	-1	-2
CC(C)Cn1c(=O)c(C(=O)NCc2ccc3c(c2)OCO3)c(O)c2ccccc21	-0.1	0.6	0.1	-0.9	0	16	3	-5	-13
Cc1cc(C(C)(C)C)c(OC(=O)[C@@H]2OC(c3ccccc3)=C[C@H]2c2ccccc2)c(C(C)(C)C)c1	-0.7	0.2	-0.5	-0.4	·	1	-7	-1	4
CCCNC(=O)COC(=O)c1cccnc1Nc1ccccc1F	-0.7	·	-0.3	i	-4	-2	-15	1	2
O=c1cnn(Cc2c(Cl)cccc2Cl)c2ccccc12	-0.5	-1.2	-1.0	-0.2	-3	-8	-6	0	-1
O=C(/C=C/c1ccccc1)NCCc1ccccc1	1.5	1.0	-0.6	-0.4	·	1	-7	5	-3
CCN(CC)C(=O)[C@H]1CC(CC(=O)NCc2cccc(C(F)(F)F)c2)C(=O)N2CCc3c([nH]c4ccccc34)[C@]12C (stereo not given in full)	2.2	0.5	-0.9	-2.0	·	19	14	-8	4
NS(=O)(=O)c1ccc(CCn2c(=S)[nH]c3ccccc3c2=O)cc1	0.0	1.0	0.3	i	2	2	-5	-1	1
CCCn1c(C)cc(/C=C(\C#N)C(=O)OCC(=O)NC(=O)NC(C)(C)C)c1C	-0.2	·	-0.5	-0.2	3	-9	-2	2	3
CC(=O)c1ccc(NC(=O)COC(=O)CCC(=O)c2cccs2)cc1	-1.2	-0.1	-0.7	-0.3	0	6	-8	-2	-5
Clc1ccc(CNc2ccc3nnc(-c4ccccc4)n3n2)cc1	0.4	-1.1	-0.2	-0.3	4	23	-2	2	10
Cc1ccnc(NC(=O)CCC(=O)N(CC(=O)NCc2ccc(F)cc2)CC2CCCO2)c1 (stereo not given)	-1.9	1.5	-1.2	i	3	5	0	0	1
O=S(=O)(NCCC1=CCCCC1)c1cccc(S(=O)(=O)N2CCOCC2)c1	-2.2	·	-1.2	-0.4	1	10	-7	-4	14
Clc1ccc(C2=NCCN2)cc1	221*	1.0	-0.2	-0.2	7	-8	-2	-3	-9
COc1ccc(NC(=O)C2c3ccccc3OCC(=O)N2C2CC2)cc1 (stereo not given)	·	1.5	0.1	·	·	·	·	-3	7
CC[C@H](CO)Oc1cc(NCc2ccc(Cl)c(Cl)c2)c2ncn(C(C)C)c2c1	-0.2	1.9	-0.3	i	·	8	33	-1	0
O=S(=O)(Nc1cc(Sc2cccc3cccnc23)c(O)c2ccccc12)c1ccc(F)cc1	·	-1.2	·	·	5	·	104	·	15
C[C@@H]1CN([C@@H](C)CO)C(=O)CCCn2nncc2CO[C@H]1CN(C)S(C)(=O)=O	·	0.6&-1.1&0.1	0.0	i	·	6	·	8	8
COc1ccc(/C=N/NC(=O)c2cc(C)n(-c3ccccc3)c2C)cc1OC	1.0	-3.2	-0.6	i	0	8	·	7	2
CCOC(=O)C1(CC2CCCCO2)CCN(C(=O)NCc2ccccc2)CC1 (stereo not given)	0.7	1.6	-0.2	-0.7	-1	5	-12	-8	-4
Cc1ccc(NC2Sc3ccccc3NC2=O)cc1 (stereo not given)	1.9	1.2	-0.8	i	3	-11	-20	-3	2
CC(=O)Oc1ccc(C(=O)[C@H]2[C@H]3C(=O)N(c4ccc(C)cc4)C(=O)[C@H]3[C@@H]3C=CC=NN32)cc1	-0.3	-1.0	4.1	2.4	0	1	2	4	-5
CC(C)c1nc2sc3c(=O)n(N)cnc3c2c2c1COC(C)(C)C2	-1.3	0.4	0.2	-0.1	3	4	-10	-1	2
CCCCCCCNC(=O)CN1N=C(c2ccc(C)cc2)CCC1=O	17	2.0	0.7	i	4	28	-16	-2	1
O=C(/C=C/c1cccc(Cl)c1)NCc1ccncc1	-0.6	0.8	-0.6	i	-3	3	-10	0	-6
Cc1ccc(C)c2[nH]c(=O)c(CN(Cc3cccnc3)C(=S)NCc3ccco3)cc12	0.5	0.7	-0.6	-0.7	3	2	-7	-1	-2
Cc1cc(/C=N/NC(=O)c2ccccn2)c(C)n1-c1cccc([N+](=O)[O-])c1	-1.4	1.2	-0.2	i	2	5	·	1	-18
COc1cccc(NC(=O)CN(C)C(=O)Cc2ccc3c(c2)OCCO3)c1	-0.7	2.7	-3.6	i	·	0	-12	0	4
COc1ccc(C)cc1NC(=O)CCS(=O)(=O)c1cccc2nonc12	0.7	·	0.6	i	-4	0	-6	2	-45
